# Yfh1-depleted yeast – enhancers of respiration in Yfh1-depleted yeast, dose response, Friedreich's ataxia, plus single-dose screen (AID 1465) | S. cerevisiae Yfh1-off respiration, WST-1 reduction, 72 h; higher fold induction means a stronger effect | fold induction at 50 µM; hits with a dose series show EC50 in µM | actives 0.074% (n = 220,000);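 active = fold induction of absorbance versus untreated yeast above a set limit, then at least 30% activation at any dose in follow-up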;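 note: activators that raise dye reduction in frataxin-depleted yeast; strong numbers were not always called active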
# NTR1 agonist – NTR1-driven beta-arrestin-GFP spot formation – imaging, U2OS cells, high content, primary screen (AID 493036); agonist mode; activation, % at 20 µM; actives 0.17% (n = 330,000);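 active = activation at or above 40% of the spot to cytoplasm intensity ratio, with at least 20 cells analyzed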;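 note: 0% = DMSO without peptide and 100% = 100 nM NTR1 peptide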
# Target sequence (P30989 whole entry, looked up): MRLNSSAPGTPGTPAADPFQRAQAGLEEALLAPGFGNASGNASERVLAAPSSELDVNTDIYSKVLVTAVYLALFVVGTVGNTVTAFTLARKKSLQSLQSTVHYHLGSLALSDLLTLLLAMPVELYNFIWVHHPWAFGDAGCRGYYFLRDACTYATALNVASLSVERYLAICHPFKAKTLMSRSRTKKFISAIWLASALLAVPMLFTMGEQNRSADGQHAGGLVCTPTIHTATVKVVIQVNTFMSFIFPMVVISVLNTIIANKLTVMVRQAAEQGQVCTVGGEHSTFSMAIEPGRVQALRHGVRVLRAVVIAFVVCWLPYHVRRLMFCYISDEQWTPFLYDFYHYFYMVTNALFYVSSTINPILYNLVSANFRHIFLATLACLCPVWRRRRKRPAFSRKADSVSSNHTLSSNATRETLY
# GPR55 beta-arrestin – GPR55 agonists via beta-arrestin recruitment, primary screen, imaging, U2OS cells, beta-arrestin-GFP redistribution (AID 1961); U2OS GPR55 beta-arrestin-GFP redistribution imaging; higher % means a stronger effect; one-dose activation, % at 10 µM; EC50 in µM for titrated hits; actives 0.048% (n = 290,000);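 active = activation above 40% with more than 50 cells counted in the well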;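 note: U2OS osteosarcoma cells stably expressing GPR55 and beta-arrestin-GFP; plate controls were DMSO negative control for no effect and LPI positive control for full effect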
# NOD1 inhibition – NOD1 signaling inhibitors, primary screen, cell-based, luminescence, uHTS (AID 1578). inhibition, % at 4 µM, or EC50 in µM where a hit was titrated. actives 1% (n = 290,000). NOD1-driven NF-kB luciferase reporter cells, luminescence; higher % means a stronger effect; in the data active = inhibition mostly above about 36%, no sharp cut-off; inactive = mostly below about 34%;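 note: HEK-293T reporter cells stimulated with the NOD1 agonist gamma-tri-DAP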
# NOD2 inhibition – inhibition of NOD2-driven NF-kB reporter – cell-based, luminescence, uHTS, HEK293 (AID 1566); actives 0.63% (n = 290,000); inhibition, % at 4 µM; hits with a dose series show EC50 in µM; HEK293 NOD2/NF-kB luciferase reporter, luminescence; higher % means a stronger effect; note: many of its hits are not listed in these tables
# KOR beta-arrestin-1 – KOR agonists, beta-arrestin recruitment, primary screen, cell-based, luminescence, uHTS (AID 1777) | activation, % at 10 µM, or EC50 in µM where a hit was titrated | KOR beta-arrestin recruitment, luminescence; higher % means a stronger effect | actives 0.02% (n = 280,000); in the data active = activation above about 50%, passing the limit was not always enough; note: a part of the inactive calls stands beside numbers as strong as those of hits
# KOR beta-arrestin-2 – KOR antagonists, beta-arrestin recruitment, cell-based, luminescence, uHTS (AID 1778); inhibition, % at 10 µM, or IC50 in µM where a hit was titrated; actives 0.091% (n = 290,000); KOR beta-arrestin recruitment, luminescence, antagonist mode; higher % means a stronger effect; note: strong numbers were not always called active
# TNAP activators – stimulation of alkaline phosphatase TNAP activity – biochemical, luminescent, no phosphate acceptor, uHTS, primary screen (AID 1001) | actives 0.03% (n = 200,000) | purified TNAP, luminescent activation assay, no phosphate acceptor; higher activation fold means a stronger effect | one-dose activation fold at 20 µM; EC50 in µM for titrated hits; in the data active = activation fold from about 3, or a potency from the dose series; inactive = the rest, 99 in 100 with activation fold below about 1.6; note: many of its hits are not listed in these tables
# CSM14.1 death rescue – rescue of cells from ER stress-induced death, primary screen, 384-well, CSM14.1, thapsigargin, ATP luminescence (AID 1222); cellular ATP content (survival), % at 20 µM, or EC50 in µM where a hit was titrated; CSM14.1 thapsigargin-induced death rescue, ATP luminescence; higher % means a stronger effect; 190,000 tested, under 10 active;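 active = EC50 below 50 µM in the dose-response confirmation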;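 note: death triggered by thapsigargin at about 15 µM added after 2 h compound pretreatment; cell ATP read after overnight thapsigargin exposure of roughly 18 to 22 hours; normalized against plate controls of thapsigargin alone and 5% DMSO vehicle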
# NTR1 agonist cell count 20 µM – recorded beside NTR1 agonist, whose call it bears; cell count; measured here: cell count, cytotoxicity flag
# The depositor's hits bear a star; i = inactive; / = not tested or not shown; [ ] = another dose, or the depositor's remark. Cut-off read from the data, not from the text of the source, unless noted: active = inhibition above about 50%; inactive = the rest. This is a subset; count on the stated rates, not on these rows.
SMILES,Yfh1-depleted yeast,NTR1 agonist,NTR1 agonist cell count 20 µM,GPR55 beta-arrestin,NOD1 inhibition,NOD2 inhibition,KOR beta-arrestin-1,KOR beta-arrestin-2,TNAP activators,CSM14.1 death rescue
CC(=O)c1sc(N2CCOCC2)nc1-c1ccccc1,i,-0.9,66,0.3%,-11%,4%,-5.5%,8%,1.1,0.7%
FC(F)(F)c1cc(Oc2ccccc2)nc(-c2ccccn2)n1,i,1.1,81,0.2%,40%,15%,3.1%,-2%,1,5.6%
COc1cccc(OC)c1C(=O)Nn1c(C2CCC2)nc2ccccc2c1=O,i,-2.1,72,-0.1%,39%,5%,-3.9%,28%,1,-1.3%
O=C(O)CCCCCNC(=O)/C(=C\c1ccco1)NC(=O)c1ccco1,/,0.9,64,-0.2%,-37%,-10%,-1.8%,1%[20 µM],/,/
COc1ccc(C2CC(c3ccc(C)cc3)=NN2C(=O)c2ccccc2)cc1 (configuration not stated),/,5.2,82,0.0%,8%,7%,-5.3%,-13%,/,/
COc1cccc(C(=O)Nc2ccc(S(=O)(=O)NCc3ccco3)cc2)c1,i,-1.2,80,-0.1%,13%,17%,-8.0%,27%,1.2,2.6%
CSc1ccc(C2Nc3ccccc3-c3cc(C)nn32)cc1 (configuration not stated),i,7.9,81,-0.2%,10%,0%,7.8%,-10%,1.1,0.7%
Cc1nc2cc3nc(C)sc3cc2s1,i,-0.7,40,-0.2%,-30%,1%,0.6%,-7%,1.2,-5.4%
O=[N+]([O-])c1ccc(Cl)cc1Sc1ccccn1,i,0.1,65,-0.2%,-15%,13%,-4.0%,/,1.1,1.7%
Cc1ccc(S(=O)(=O)N2CCC(=O)N(CCOC(=O)NCc3ccccc3)CC2)cc1,i,-1.5,90,0.2%,-26%,-4%,-4.0%,-12%,1.1,-4.1%
CC(=O)Nc1ccc(S(=O)(=O)NC2(C(F)(F)F)C(=O)Nc3c2c(=O)[nH]c(=O)n3Cc2ccccc2)cc1 (configuration not stated),i,0.3,38,0.1%,-5%,18%,9.5%,-2%,1.1,4.8%
Nc1ccc(C(=O)OCC(=O)NC2CC2)cc1[N+](=O)[O-],i,0.8,65,0.7%,-11%,17%,-11%,17%,1.1,-1.4%
CCCSc1nc2cc(C)c(C)cc2n1CC(C)O (configuration not stated),i,0.0,95,-0.7%,-35%,1%,2.6%,-18%,1.1,-1.5%
CCOC(=O)C(C)On1c(-n2nc(C)cc2C)nc2ccccc2c1=O (configuration not stated),/,0.9,84,0.0%,-8%,-14%,7.0%,-30%,/,/
COc1cc(Cl)nn(-c2ccccc2)c1=O,i,4.5,47,0.7%,29%,4%,8.1%,-27%,1,-2.8%
CCC(Oc1ccccc1)C(=O)NCc1cccnc1 (configuration not stated),i,0.5,81,-0.1%,-22%,-6%,-1.1%,15%,1.1,-3.4%
COCCN(CC1CCCN(C2Cc3ccccc3C2)C1)C(=O)CCC(C)=O (configuration not stated),/,0.7,71,0.3%,-13%,2%,3.7%,-23%[20 µM],/,/
CCOC(=O)N1CCC(Nc2c(Nc3ccc(F)cc3)c(=O)c2=O)CC1,i,-2.3,78,0.2%,-3%,11%,-2.2%,16%,1,-0.4%
Cc1cc(C(=O)N/N=C2\CCCC(=O)C2)c(C)n1-c1ccccc1,i,-0.3,72,0.0%,-16%,8%,-4.2%,-14%,1.2,-0.2%
CCNC(=O)COC(=O)CCC(=O)c1cccs1,i,-1.2,59,0.2%,-2%,9%,7.4%,-59%,1.1,-2.5%
CCOc1ccccc1C(=O)NCC(=O)NCCCc1ccccc1,i,-0.7,49,0.1%,-18%,9%,-5.0%,8%,1.1,0.3%
CCSC1=N/C(=C\c2ccccc2)C(=O)N1,i,3.8,75,-0.2%,-26%,1%,1.4%,/,1.1,-6.5%
CCCNS(=O)(=O)c1cc(Cl)ccc1OC,i,0.2,57,-0.2%,-23%,2%,3.6%,-6%[20 µM],1.1,-2.5%
COc1ccc(OC)c(NC(=O)c2ccc(S(=O)(=O)N3CCOCC3)cc2)c1,/,-0.7,48,0.2%,-25%,13%,0.2%,-46%,/,/
COc1ccc(C(C)=O)cc1CSc1nnnn1-c1ccc(O)cc1,i,2.5,62,-0.2%,-6%,26%,-1.4%,24%,/,/

# A few values from the entries so far:
# Cc1cc(C(=O)N/N=C2\CCCC(=O)C2)c(C)n1-c1ccccc1 in TNAP activators shows 1.2
# CCSC1=N/C(=C\c2ccccc2)C(=O)N1 in KOR beta-arrestin-1 shows 1.4%

# Next section:
SMILES,Yfh1-depleted yeast,NTR1 agonist,NTR1 agonist cell count 20 µM,GPR55 beta-arrestin,NOD1 inhibition,NOD2 inhibition,KOR beta-arrestin-1,KOR beta-arrestin-2,TNAP activators,CSM14.1 death rescue
CCOC(=O)C1CCN(C(=O)CSCc2nc(-c3ccc(OCC)cc3)oc2C)CC1,i,0.2,48,0.1%,-2%,8%,-2.0%,-33%,1.2,-2.1%
O=C(NCc1cccnc1)c1sc2ccccc2c1Cl,i,0.6,59,0.6%,-27%,5%,-3.0%,-35%,1,-1.7%
COc1cccc(OC)c1C(=O)Nc1cccnc1,i,-0.6,46,-0.4%,-35%,-10%,2.2%,-22%,1.2,/
COc1ccccc1NC(=O)Cn1c(C)nc2c(sc(=S)n2Cc2ccco2)c1=O,/,2.8,61,-0.1%,-12%,18%,1.7%,-26%,/,/
Cc1nc(C)c(CCNC(=O)c2ccc(C(F)(F)F)cc2)s1,i,0.4,64,-0.2%,-13%,-1%,-0.1%,26%,1.1,-3.0%
COc1ccc2cc(CN(CC3CCCO3)S(=O)(=O)c3ccc(C(C)=O)cc3)c(=O)[nH]c2c1 (configuration not stated),i,1.2,37,-0.1%,-8%,9%,3.9%,18%,1.1,-3.6%
COc1ccc(/C=N/NC(=O)c2cc(O)c(O)c(O)c2)cc1Cn1cc([N+](=O)[O-])cn1,i,/,/,-0.3%,-9%,10%,-2.5%,3%,1.5,-0.8%
COc1ccc(/C=C/C(=O)Oc2ccc(/C=N/NC(=O)c3ccncc3)cc2)cc1,/,-0.4,53,-0.2%,-12%,-9%,-3.5%,-17%,/,/
COc1ccc(C(=O)Nn2cnc3ccccc3c2=O)cc1[N+](=O)[O-],/,1.2,97,-0.1%,-1%,-10%,2.6%,-25%,/,/
O=C(COc1ccc2c(-c3ccccc3)cc(=O)oc2c1)NCCCn1ccnc1,/,1.6,69,-0.2%,-9%,2%,-0.8%,-26%[20 µM],/,/
CCOc1cc(C(=O)Nc2cnccn2)cc(OCC)c1OCC,i,0.2,70,-0.4%,-18%,-14%,-2.1%,-3%,1,1.1%
CC1CCCN(CCCNC(=O)c2ccc3c(c2)N(Cc2ccc(F)cc2)C(=O)c2ccccc2S3=O)C1 (configuration not stated),/,1.8,60,-0.2%,7%,17%,5.9%,-16%,/,/
CCCc1cc(=O)oc2cc3occ(C)c3cc12,i,-0.9,78,-0.1%,32%,-4%,-1.9%,-8%,1,-2.1%
Cn1/c(=N/N=C/c2ccc(Cl)c([N+](=O)[O-])c2)sc2ccccc21,/,0.5,84,0.4%,-17%,-32%,5.2%,-37%,1,0.9%
Cc1csc(NC(=O)C2C3C=CC(O3)C2C(=O)O)n1 (configuration not stated),i,-1.5,90,-0.2%,/,-8%,0.4%,25%,1.1,-2.5%
CCCn1c(C2CCCN2c2nc(C)cs2)nc2cc(Cl)c(Cl)cc21 (configuration not stated),/,3.8,65,-0.3%,6%,1%,-3.9%,7%[20 µM],/,/
CCNC(=O)Cn1c(=O)c2c(ncn2Cc2ccccc2)n(Cc2ccccc2)c1=O,i,0.1,74,0.0%,6%,5%,8.0%,1%,1.1,-0.7%
COc1cc(N2C(=O)NC3CC2(C)Oc2ccccc23)cc(OC)c1OC (configuration not stated),i,-0.8,58,-0.3%,/,1%,-2.9%,16%,0.9,-0.2%
CCOc1ccc(/C=N/NC(=O)c2ccccc2NC(=O)c2ccc(OC)cc2)cc1,i,2.2,33,-0.5%,-29%,-117%,-4.9%,22%,1.2,-6.9%
Cc1nc2ccccc2cc1OCc1ccc(Cl)cc1,i,0.1,76,-0.3%,22%,29%,-0.1%,6%,1,-2.0%
COC(=O)c1c(-c2ccc(F)cc2)csc1NC(=O)C1CCCO1 (configuration not stated),i,3.5,53,-0.1%,-32%,-17%,0.9%,-20%,1,-0.5%
O=S(=O)(Cc1ccccc1)N1CCCCC1,i,-0.8,39,0.3%,3%,-11%,4.0%,-1%,1,-0.3%
COc1ccccc1C(=O)N/N=C(\C)CC(=O)Nc1ccccc1NC(C)=O,/,-1.0,69,0.0%,-42%,10%,-3.1%,-64%[20 µM],/,/
Cc1sc2ncn(CC(=O)NCC3COc4ccccc4O3)c(=O)c2c1S(=O)(=O)N1CCOCC1 (configuration not stated),i,-0.8,103,0.1%,-8%,13%,-5.5%,-10%,1.1,0.4%
O=C(NCc1ccccn1)c1n[nH]c2ccccc12,i,-1.9,60,-0.1%,-20%,-5%,0.6%,1%,1,5.3%
SMILES,Yfh1-depleted yeast,NTR1 agonist,NTR1 agonist cell count 20 µM,GPR55 beta-arrestin,NOD1 inhibition,NOD2 inhibition,KOR beta-arrestin-1,KOR beta-arrestin-2,TNAP activators,CSM14.1 death rescue
COc1cc(C(=O)NC(C)CCc2ccccc2)cc(OC)c1OC (configuration not stated),/,-0.4,58,-0.2%,-11%,-1%,-3.8%,-13%[20 µM],/,/
Cc1cc(Cl)cc(C)c1OCCCCn1ccnc1,i,-1.9,51,-0.1%,-10%,4%,3.8%,0%,1.1,5.4%
O=S1(=O)[C@H]2C[C@@H]3CC[C@]2(CN1Cc1cccc(F)c1)O3,i,3.1,89,0.0%,8%,0%,5.6%,7%,/,/
O=C1/C(=C/c2ccccc2Cl)SC(=S)N1CCC(=O)N1CCCCC1CCO (configuration not stated),/,4.4,62,0.2%,-8%,-9%,-0.3%,-55%,/,/
Cc1ccc(Nc2nc(N)nc(CN3CCN(Cc4ccc5c(c4)OCO5)CC3)n2)c(C)c1,i,-1.2,78,0.4%,16%,2%,-2.2%,-18%,1.1,-4.8%
COc1cccc(CNC(=O)CCCSc2ccccc2)c1,/,1.8,38,0.0%,-17%,-2%,1.9%,-12%,/,/
CSc1c(-c2ccccn2)c(N)nn1C(=O)C1CC1,i,4.2,51,-0.2%,-2%,7%,-2.1%,19%,/,/
O=C(Nc1ccc(Oc2cccnc2)cc1)C1CCN(Cc2ccccc2)CC1,/,-0.1,61,-0.1%,-6%,6%,5.9%,-6%,/,/
Nc1nc(NCc2ccccc2)n(-c2ccccc2)n1,/,1.0,74,0.7%,-8%,9%,-3.4%,-17%,/,/

# Source: PubChem (several laboratories)
